From PubChem BioAssay
NALP1 inh: NALP1 inflammasome inhibitors in reconstituted yeast, colorimetric, S. cerevisiae, triplicate retest | inhibition, % at 10 µM | S. cerevisiae NALP1/ASC/caspase-1 growth, X-gal OD620, 72 h | 280,000 compounds, 0.61% hits; in the data active means inhibition mostly above about 24%, no sharp cut-off; inactive means mostly below about 32%; further: some compounds called inactive have numbers as strong as hits
OXTR potentiate: human OXTR potentiators, primary screen, fluorescence, CHO-OTR cells, Fluo-8 calcium; 320,000 compounds, 0.061% hits; activation, % at 3 µM; AID 2445, 2010; Fluo-8 calcium fluorescence, potentiator mode; 0% = oxytocin EC15, 100% = EC100; Oxytocin receptor (Homo sapiens), P30559;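 active means activation above that plate's cutoff, the mean activation of tested compounds plus 3 SD, cut at about 6.6% in these data, passing the limit was not always enough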;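 further: 100% uses oxytocin at 75 nM as the full agonist control; some results filed as inactive read as strong as hits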
Target sequence (P30559 whole entry, looked up): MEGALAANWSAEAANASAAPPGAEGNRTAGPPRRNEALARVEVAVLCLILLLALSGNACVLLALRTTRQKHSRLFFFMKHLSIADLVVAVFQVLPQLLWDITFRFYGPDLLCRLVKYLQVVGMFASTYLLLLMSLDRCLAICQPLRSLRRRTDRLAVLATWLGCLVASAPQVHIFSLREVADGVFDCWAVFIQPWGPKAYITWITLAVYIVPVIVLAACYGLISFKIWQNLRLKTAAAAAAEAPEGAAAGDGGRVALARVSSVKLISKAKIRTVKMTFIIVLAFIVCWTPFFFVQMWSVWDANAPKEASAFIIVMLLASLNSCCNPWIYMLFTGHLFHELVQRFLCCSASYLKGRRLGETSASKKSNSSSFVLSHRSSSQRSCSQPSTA
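Material: CHO-OTR cells, human receptor; compound dosing: single dose, 3.0 µM nominal final compound concentration; schedule: 6 min compound pre-incubation at room temperature, 100 s kinetic read; measured by: kinetic Fluo-8 calcium fluorescence; read-out basis: % activation vs EC15 and EC100 oxytocin; controls: EC15 oxytocin alone as 0%, 75 nM oxytocin as 100%; replicates: singlicate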
GalR3 antag: GalR3 antagonists in HEK293 cells, primary screen, cell-based, fluorescence readout | Galanin receptor type 3 (Homo sapiens), O60755 | HEK293 GalR3-CNG cAMP membrane potential fluorescence; galR3 body fused to GalR1 C-terminus | inhibition, % at 3 µM | AID 651719, 2012 | 360,000 compounds, 0.44% hits;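 active means inhibition above the screen-wide average plus 3 SD, cut at about 13% in these data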;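 further: forskolin and galanin both at EC90 stimulate the cells; cAMP rise reported by CNG channel membrane potential dye signal; 0% = forskolin plus galanin with DMSO and 100% = forskolin alone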
GPR7 antagonist: GPR7 receptor antagonists, primary screen, cell-based, fluorescence, single concentration; Neuropeptides B/W receptor type 1 (Homo sapiens), P48145; GPR7-expressing cells, fluorescence antagonist assay; inhibition, % at 4.4 µM; 290,000 compounds, 1.1% hits; AID 1861, 2009; in the data active means inhibition above about 16%, passing the limit was not always enough;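 further: cells stimulated with the agonist NPW; 0% = agonist with vehicle and 100% = vehicle without agonist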
V1R ag counter: agonists of human V1a receptor, primary screen, counter-screen for OXTR agonist project, fluorescence, CHO-V1R cells. activation, % at 3 µM. Fluo-8 calcium fluorescence, agonist mode; 0% DMSO, 100% 3 nM vasopressin. AID 2797, 2010. Vasopressin V1a receptor (Homo sapiens), P37288. 320,000 compounds, 0.25% hits;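 active means activation above the mean activation of all tested compounds plus 3 SD, per screening run, cut at about 20% in these data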;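 further: signal is peak over basal fluorescence ratio across a 100 second FLIPR read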
Target sequence (P37288 whole entry, looked up): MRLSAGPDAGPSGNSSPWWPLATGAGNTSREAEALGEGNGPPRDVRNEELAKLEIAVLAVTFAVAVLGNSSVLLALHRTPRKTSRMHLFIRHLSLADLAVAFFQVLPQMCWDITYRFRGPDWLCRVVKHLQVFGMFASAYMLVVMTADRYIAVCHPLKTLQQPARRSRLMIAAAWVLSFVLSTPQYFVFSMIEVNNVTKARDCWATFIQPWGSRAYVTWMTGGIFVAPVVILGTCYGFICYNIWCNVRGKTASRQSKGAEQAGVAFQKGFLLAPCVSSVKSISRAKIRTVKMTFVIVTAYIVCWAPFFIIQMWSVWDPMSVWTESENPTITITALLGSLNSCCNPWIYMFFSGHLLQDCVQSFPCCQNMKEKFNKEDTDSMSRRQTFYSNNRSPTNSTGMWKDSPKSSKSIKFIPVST
OXTR agonist: human OXTR agonists, primary screen, fluorescence, CHO-OTR cells, Fluo-8 calcium | Oxytocin receptor (Homo sapiens), P30559 | activation, % at 3 µM | Fluo-8 calcium fluorescence; normalized: DMSO 0%, oxytocin 100% | 320,000 compounds, 0.32% hits;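 active means activation above the mean of all tested compounds plus 3 SD, cutoff set per screening run, cut at about 20% in these data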;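 further: peak over basal fluorescence ratio from a 100 s FLIPR kinetic read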
PfM18AAP inh: PfM18AAP inhibitors, malaria aminopeptidase, primary screen, biochemical, QFRET, recombinant enzyme. inhibition, % at 7.35 µM. M18 aspartyl aminopeptidase (Plasmodium falciparum 3D7). H-Glu-NHMec fluorogenic cleavage. AID 1822, 2009. 290,000 compounds, 1.2% hits;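 active means inhibition above the campaign mean inhibition over all tested compounds plus 3 SD, cut at about 28% in these data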;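 further: 0% = plate median of test compound wells and 100% = 2 mM ZnCl2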
MEKK2wt PB1 HTS: modulators of MEK5 binding to wildtype MEKK2, primary screen, biochemical, multiplex bead flow cytometry, Alexa488-MEK5. Mitogen-activated protein kinase kinase kinase 2 (Homo sapiens), Q9Y2U5. Alexa488-MEK5 binding to MEKK2 WT; actives lie on both sides. binding response (% of control), % at 10 µM. 290,000 compounds, 1.1% hits; in the data active means binding response below about 67% or above about 130%
MEKK2 mut-MEK5: MEK5 binding signal on mutant MEKK2 PB1, primary screen, biochemical, multiplex bead flow cytometry, Alexa488-MEK5; Alexa488-MEK5 binding to MEKK2 mutant; AID 1530, 2009; 290,000 compounds, 0.35% hits; percent response, % at 10 µM; in the data active means percent response above about 24%, passing the limit was not always enough; further: inactives centre near 1; some results filed as inactive read as strong as hits
* = called active by the depositor; . = no result given; [ ] = another dose, or the depositor's remark.

A first look (ten entries):
SMILES	NALP1 inh	OXTR potentiate	GalR3 antag	GPR7 antagonist	V1R ag counter	OXTR agonist	PfM18AAP inh	MEKK2wt PB1 HTS	MEKK2 mut-MEK5
CC1(C)Cc2c(cnn2-c2ccc(F)cc2)C(NC(=O)CN2CCCCC2=O)C1 (stereo unspecified)	4	-7	-3	-11	-0.6	-1.3	2	97	9
O=C(Nn1c(C2CCC2)nc2ccccc2c1=O)C1CCC1	15	13*	-3	2	-0.7	-1.7	-6	107	5
CCOC(=O)Cn1nc(-c2ccc(F)cc2)oc1=O	-4	-9	0	-1	-0.2	0.2	2	104	5
COc1ccc(NC(=O)CCCc2c[nH]c3ccccc23)cc1OC	5	-4	-1	1	2.1	1.8	-5	110	2
CC(=O)Nc1nnc(SCc2ccc(C(=O)Nc3ccccc3F)cc2)s1	35	-4	-3	-8	4.0	1.6	-2	96	-3
Cc1ccc(NC(=S)N2CCC(NC(=O)c3ccc(F)cc3)CC2)cc1C	-2	-8	-7	-3	1.1	0.4	-4	95	1
COc1ccc(CCC(=O)NNC(=O)c2ccc(OC)cc2)cc1	-2	-10	-10	-2	0.6	0.0	-7	85	-11
COc1ccc(Nc2nc(N)nc(COc3ccc(OC)cc3)n2)cc1	10	0	1	-3	-1.5	-1.1	0	94	2
N/C(=N\OC(=O)c1ccc(F)cc1)c1cccc([N+](=O)[O-])c1	-1	1	-11	0	-0.2	-1.1	-3	109	4
COCCCNC(=S)N(Cc1ccccc1)Cc1ccccc1	8	-1	-5	-4	0.0	-1.3	-4	107	-2

Main list, from the first entry:
SMILES	NALP1 inh	OXTR potentiate	GalR3 antag	GPR7 antagonist	V1R ag counter	OXTR agonist	PfM18AAP inh	MEKK2wt PB1 HTS	MEKK2 mut-MEK5
CC1(C)Cc2c(cnn2-c2ccc(F)cc2)C(NC(=O)CN2CCCCC2=O)C1 (stereo unspecified)	4	-7	-3	-11	-0.6	-1.3	2	97	9
O=C(Nn1c(C2CCC2)nc2ccccc2c1=O)C1CCC1	15	13*	-3	2	-0.7	-1.7	-6	107	5
CCOC(=O)Cn1nc(-c2ccc(F)cc2)oc1=O	-4	-9	0	-1	-0.2	0.2	2	104	5
COc1ccc(NC(=O)CCCc2c[nH]c3ccccc23)cc1OC	5	-4	-1	1	2.1	1.8	-5	110	2
CC(=O)Nc1nnc(SCc2ccc(C(=O)Nc3ccccc3F)cc2)s1	35	-4	-3	-8	4.0	1.6	-2	96	-3
Cc1ccc(NC(=S)N2CCC(NC(=O)c3ccc(F)cc3)CC2)cc1C	-2	-8	-7	-3	1.1	0.4	-4	95	1
COc1ccc(CCC(=O)NNC(=O)c2ccc(OC)cc2)cc1	-2	-10	-10	-2	0.6	0.0	-7	85	-11
COc1ccc(Nc2nc(N)nc(COc3ccc(OC)cc3)n2)cc1	10	0	1	-3	-1.5	-1.1	0	94	2
N/C(=N\OC(=O)c1ccc(F)cc1)c1cccc([N+](=O)[O-])c1	-1	1	-11	0	-0.2	-1.1	-3	109	4
COCCCNC(=S)N(Cc1ccccc1)Cc1ccccc1	8	-1	-5	-4	0.0	-1.3	-4	107	-2
O=C(Cc1cccs1)Nc1nnc(Cc2ccccc2)s1	20	-5	0	-2	-0.2	-1.1	5	112	17
Cc1ccc(C2=CC(c3cccs3)n3nnnc3N2)cc1 (stereo unspecified)	14	-12	-4	5	4.2	-1.0	-10	.	.

Reprinted at random: 2 records from the list, in no set order.
SMILES	NALP1 inh	OXTR potentiate	GalR3 antag	GPR7 antagonist	V1R ag counter	OXTR agonist	PfM18AAP inh	MEKK2wt PB1 HTS	MEKK2 mut-MEK5
COCCCNC(=S)N(Cc1ccccc1)Cc1ccccc1	8	-1	-5	-4	0.0	-1.3	-4	107	-2
CC(=O)Nc1nnc(SCc2ccc(C(=O)Nc3ccccc3F)cc2)s1	35	-4	-3	-8	4.0	1.6	-2	96	-3

Additional results.
SMILES	NALP1 inh	OXTR potentiate	GalR3 antag	GPR7 antagonist	V1R ag counter	OXTR agonist	PfM18AAP inh	MEKK2wt PB1 HTS	MEKK2 mut-MEK5
O=C(Nc1nnc(COc2ccc(F)cc2)s1)c1cccs1	29	-5	-4	-15	1.2	3.9	-3	104	1
COc1ccc(C2C=C(c3ccccc3)Nc3ncnn32)cc1 (stereo unspecified)	6	1	0	25	-1.0	-1.5	11	101	1
COC(=O)C1CC(O)CN1C(=O)Nc1ccccc1 (stereo unspecified)	-2	-5	-4	-18	0.0	1.6	-6	96	-2
COc1ccccc1CSc1ncc(-c2ccc([N+](=O)[O-])cc2)[nH]1	30	-16	-4	17	2.7	0.6	2	112	-2
O=C1NC(=S)N/C1=C\C=C\c1ccccc1	.	-2	-1	-5	-0.8	-2.5	9	93	-3
CC(=O)Nc1ccc(C(=O)Nc2ccc3c(c2)OCO3)cc1	6	-15	-2	-7	0.1	7.3	-7	92	-4
COc1ccc(CCNC(=O)C(=O)NCC2OCCN2S(=O)(=O)c2ccc(F)cc2)cc1OC (stereo unspecified)	8	-3	.	-1	-0.1	-1.0	-4	99	-4
COc1ccc2c(c1)C1NC(=S)N[C@@](C)(O2)C1C(=O)Nc1ccccc1 (stereo partly specified)	43	-11	3	1	1.0	0.3	2	115	20
O=C(Nc1ccc(F)cc1)c1ccc(-n2cncn2)c([N+](=O)[O-])c1	-4	-5	-5	-8	3.1	3.1	-4	99	1
N#CC[C@H](Cc1ccccc1)N1CCN(CCc2ccccc2)CCC1=O	4	-6	-2	-5	0.1	-0.1	33*	112	15
Cn1nc(C(=O)OCC(=O)Nc2cccc(S(=O)(=O)N3CCCC3)c2)c2ccccc2c1=O	.	-6	-5	-12	4.6	7.9	5	97	-1
CCCn1c(N)c(C(=O)CSc2nnc(-c3ccoc3C)n2C)c(=O)n(C)c1=O	.	-5	-7	.	1.4	0.1	.	.	.
COc1ccc(Cl)cc1NC(=O)CN(C)C(=O)Cc1ccsc1	.	-2	-3	.	-0.4	-0.6	.	.	.
Cc1ccc(Nc2cc(C)nn2-c2nc(C)cc(=O)[nH]2)cc1	9	-3	.	5	-1.6	-2.2	-5	103	3
O=C(CN(C(=O)Cn1nnc(-c2ccc(F)cc2)n1)c1ccc(F)cc1)NC1CCCC1	24	-10	6	-8	2.8	0.3	-6	102	-1
CCCn1c(SCC(=O)Nc2ccc(OCC)cc2)nnc1C(C)C	-25	-10	-4	4	0.0	0.9	1	107	3
O=C(Cc1ccccc1)NCCc1cn2ccsc2n1	3	-7	.	-15	0.7	-0.7	5	106	9
CCCN1C(=O)/C(=C\c2ccncc2)SC1=Nc1ccccc1	29	3	-11	-6	0.3	-1.9	4	91	-2
CCC1(c2ccccc2)NC(=O)N(CC(=O)NNC(=O)COc2ccc(Cl)cc2C)C1=O (stereo unspecified)	.	-3	-2	.	-0.8	-0.8	.	.	.
O=C(COc1ccccc1)N1CCN=C1SCc1cccnc1	9	-2	-2	-1	1.0	1.4	5	117	6
CCn1c(SCC(=O)Nc2ccc(N3CCOCC3)cc2)nnc1C1CC1	.	-2	-5	.	0.0	-0.3	.	.	.
O=C1C=C(c2cc(C(F)(F)F)cc(C(F)(F)F)c2)C[C@@H](c2ccc(Cl)cc2)C1	.	-8	-1	.	0.8	1.2	.	.	.
Cc1ccc2nc(-c3ccc(O)cc3)oc2c1	3	0	-9	-19	1.1	0.0	2	108	4
c1ccc(COn2c(-c3ccccc3)nc3c2CCc2nonc2-3)cc1	17	-4	-4	-16	-1.6	-0.4	0	102	-2
O=C(O)c1cccc(S(=O)(=O)NCc2cccs2)c1	-2	-7	-1	9	1.0	0.7	2	93	1
Cc1ccc(N2C(=O)C3CCCN3C2=S)c(C)c1 (stereo unspecified)	.	2	-6	.	0.2	0.2	.	.	.
O=C(NC1CC1)c1ccc(-c2nc3ccccc3s2)s1	-5	0	2	-2	4.0	3.2	2	102	1
N#Cc1nc(-c2cccc3ccccc23)oc1NCCN1CCOCC1	10	-14	.	-8	3.5	13	-8	103	0
CCOc1ccc(C(=O)Nc2ccccc2CC)cc1[N+](=O)[O-]	36	0	5	-8	1.4	-1.4	1	87	-2
Cc1cc(C)c(-n2[nH]nnc2=S)c(C)c1	8	-5	-4	-16	-1.2	1.4	1	96	-7
CC12CCC(C(=O)NCc3ccco3)(OC1=O)C2(C)C (stereo unspecified)	9	3	0	-5	2.1	1.1	-2	100	2
COc1ccc(C(=O)NNC(=O)c2ccc(C(C)(C)C)cc2)cc1	-16	-5	0	-3	1.8	0.3	5	2.0*[inhibitor]	-46
CCN(CC(=O)Nc1c(F)cccc1F)C(=O)c1ccccc1F	15	-6	-8	1	0.2	1.5	-7	106	3
CCOC(=O)C1(P(=O)(c2ccc(Cl)cc2)c2ccc(Cl)cc2)CCC1	-10	-10	-6	25*	-2.1	-1.4	7	100	-2
Cc1ccc(OCc2nc(-c3ccc(-n4cccc4)cc3)no2)cc1C	-5	-6	-1	-10	0.3	-0.2	-10	103	1
S=c1[nH]nc(COc2ccccc2)n1/N=C/c1ccc(Br)s1	-3	1	-3	-13	0.4	-1.3	13	.	.
O=C(CCCCC(=O)NC1CCCC1)NC1CCCC1	27	-3	3	-12	-0.1	0.0	-17	90	-4
Cc1cccc(N2CCN(C(=O)c3ccc(CS(=O)Cc4cccc(Cl)c4)o3)CC2)c1C (stereo unspecified)	19	-12	0	42*	6.3	4.4	-8	93	-1
COc1ccc(C2=C(CC(=O)O)C(=O)CC2)cc1	12	0	-2	-5	-0.7	-0.1	8	115	7
O=C(Nc1ccc(Cl)c(Cl)c1)Nn1cnnc1	15	.	-11	-2	.	.	76*	102	1
CCOc1ncccc1C(=O)N(C)CC(=O)Nc1ccc(F)cc1	22	-2	-2	-5	0.5	0.6	-2	100	2
CCOC(=O)Cn1c(=O)oc2cc(S(=O)(=O)N3CCN(C(=O)c4ccco4)CC3)ccc21	32	-8	-4	-6	3.3	1.4	-1	104	3
COc1ccc(NC(=O)CN(C)C(=O)CCSc2ccc(C)cc2)cc1	.	-8	0	.	-0.7	-1.0	.	.	.
Cc1cccc(NNC(N)=S)c1	-4	-12	-2	-5	-0.1	0.9	-4	100	-2
CS(=O)(=O)c1ccc(Cl)c(NC(=O)CCCc2nc3ccccc3c(=O)[nH]2)c1	.	-1	-1	.	-0.1	0.4	.	.	.
Cn1cc([N+](=O)[O-])c(C(=O)NCc2ccccc2)n1	-20	0	-4	-11	1.1	1.1	3	100	3
